Screening results: PubChem, National Center for Advancing Translational Sciences (NCATS)
GLP-1R agonist = qHTS of GLP-1 Receptor Agonists; Glucagon-like peptide 1 receptor (Homo sapiens), P43220; HEK293 GLP-1R CRE-luciferase, luminescence, 4-6 h; cells express a hypersensitive GLP-1R form; actives 0.007% (n = 380,000); Potency, µM (series often up to 45.6 µM), inactives show at the top dose activation, usual class: activators; further: potency means the concentration at half of the fitted maximal effect; % of control where 0% means no effect
PTHR1 ag = qHTS for PTHR1 Agonists: Primary Screen | AID 743266, 2014 | Parathyroid hormone/parathyroid hormone-related peptide receptor (Homo sapiens), Q03431 | actives 0.075% (n = 410,000) | HEK293 GP2 PTHR1 cells, GloSensor cAMP luminescence, 1 h | Potency, µM (series often up to 115 µM), without a hit: top-dose activation, usual class: activators; further: potency means the concentration at half of the fitted maximal effect; nearly all actives have a fitted effect of over 55% in size; some results filed as inactive show a strong effect at the top dose; inactives centre near -15; many of its hits are not listed in these tables
Target sequence (Q03431 whole entry, looked up): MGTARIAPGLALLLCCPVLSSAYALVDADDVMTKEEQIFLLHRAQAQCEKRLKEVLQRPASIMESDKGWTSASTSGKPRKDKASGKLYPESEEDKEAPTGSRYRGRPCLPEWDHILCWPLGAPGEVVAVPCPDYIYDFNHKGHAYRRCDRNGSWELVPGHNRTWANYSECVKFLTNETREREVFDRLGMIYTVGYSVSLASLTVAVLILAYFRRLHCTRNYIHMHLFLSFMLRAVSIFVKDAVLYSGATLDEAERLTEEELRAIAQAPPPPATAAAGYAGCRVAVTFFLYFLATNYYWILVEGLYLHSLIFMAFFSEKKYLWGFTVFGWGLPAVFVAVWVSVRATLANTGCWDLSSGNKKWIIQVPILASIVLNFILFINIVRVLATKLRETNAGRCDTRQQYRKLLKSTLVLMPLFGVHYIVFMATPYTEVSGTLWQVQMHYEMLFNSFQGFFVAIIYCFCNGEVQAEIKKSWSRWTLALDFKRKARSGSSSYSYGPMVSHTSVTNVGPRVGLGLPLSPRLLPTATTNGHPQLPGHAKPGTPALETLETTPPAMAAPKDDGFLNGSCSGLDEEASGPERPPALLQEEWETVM
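HEK-293-derived GP2 cells expressing PTHR1 and a GloSensor cAMP reporter, 3,000/well, plated overnight, given luciferin plus IBMX (each 0.5 mM as added) for 1 h at 37 °C, then compound for 1 h at 37 °C. Luminescence was read after 15 min at room temperature.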
KB-V1 cytotox = qHTS assay for MDR1-selective chemotherapeutics: Primary screen using the drug-selected MDR subline cells KB-V1 | KB-V1 MDR cells viability, CellTiter-Glo, 72 h | Potency, µM (highest dose often 46.1 µM), inactives show at the highest dose activity change, negative = cytotoxicity, usual class: cytotoxic | actives 3.4% (n = 400,000); further: potency means the concentration at half of the fitted maximal effect; on the % scale 0 is the no-effect control and ±100 the full control effect; nearly all actives have a fitted effect of over 60% in size
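Cytotoxicity toward P-gp-expressing KB-V1 cells was determined as loss of CellTiter-Glo luminescence after 72 h at 37 degrees C. Compounds were tested in quantitative HTS format across a concentration range, with curves fitted to normalized data.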
aSyn rescue = qHTS of alpha-syn Inhibitors | Yeast expressing alpha-synuclein, growth rescue, BacTiter-Glo, 24 h | Potency, µM (doses to about 46.1 µM), without a hit: at the highest dose growth rescue (activation), actives largely listed as activators | actives 0.14% (n = 370,000) | AID 652106, 2013; further: potency means the concentration at half of the fitted maximal effect; % of control where 0% means no effect; nearly all actives have a fitted effect of over 65% in size
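Readout is rescue of growth in alpha-synuclein-expressing yeast, so inhibitors of toxicity appear as activators. Growth after 24 hr at 30 deg C in galactose medium is quantified by luminescence.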
HEK293 tox = qHTS of GLP-1 Receptor Inverse Agonists: Cytotox Screen; AID 624418, 2012; HEK293 cAMP-luciferase reporter cells, luminescence, 24 h; actives 0.13% (n = 410,000); Potency, µM (titrated, usually from 38.3 µM), inactives show top-dose activity change, negative = inhibition, usual class: inhibitors;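 further: loss of luciferase light is scored as toxicity; potency means the concentration at half of the fitted maximal effect; on the % scale 0 is the no-effect control and ±100 the full control effect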
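Here, cytotoxicity is scored as loss of luminescence. The MLSMR collection was tested on cells seeded in medium containing 10% Nu serum, with a 24 hr compound exposure preceded by 12 hours of culture.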
DRD3 agonist = qHTS of D3 Dopamine Receptor Agonist: qHTS; D3R DiscoveRx beta-arrestin cells, luminescence, 90 min; AID 652048, 2013; actives 0.58% (n = 410,000); D(3) dopamine receptor (Homo sapiens), P35462; max activation, %; in the data active means max activation above about 30%; further: 0% is about no effect; mostly tested at two doses, the higher about 12 µM
Target sequence (P35462 whole entry, looked up): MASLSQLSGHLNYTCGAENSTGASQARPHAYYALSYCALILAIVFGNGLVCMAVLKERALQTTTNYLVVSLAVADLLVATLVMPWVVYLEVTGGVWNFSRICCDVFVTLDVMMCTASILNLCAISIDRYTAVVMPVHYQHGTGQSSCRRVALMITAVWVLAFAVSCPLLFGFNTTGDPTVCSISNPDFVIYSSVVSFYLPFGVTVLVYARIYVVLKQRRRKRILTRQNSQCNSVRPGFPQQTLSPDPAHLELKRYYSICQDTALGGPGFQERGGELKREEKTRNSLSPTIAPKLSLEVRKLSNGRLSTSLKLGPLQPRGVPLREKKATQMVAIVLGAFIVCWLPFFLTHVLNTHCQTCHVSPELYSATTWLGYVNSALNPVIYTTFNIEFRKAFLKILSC
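Agonist-mode cell screen: cells plated at 1500/well and incubated overnight at 37 °C, then exposed to library compounds for 90 min at 37 °C. Detection reagent was added for 30–60 min at room temperature, and luminescence was read.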
GLP1R inv ag = qHTS of GLP-1 Receptor Inverse Agonists (Inhibition Mode). actives 1.6% (n = 410,000). Potency, µM (doses to about 38.3 µM), without a hit: at the top dose activity change, negative = inhibition, hits mostly inhibitors. AID 624417, 2012. Glucagon-like peptide 1 receptor (Homo sapiens), P43220. HEK293 GLP-1R CRE-luciferase, luminescence, 24 h; GLP-1R form is constitutively active; further: potency means the concentration at half of the fitted maximal effect; on the % scale 0 is the no-effect control and ±100 the full control effect; nearly all actives have a fitted effect of over 55% in size
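GLP-1R inverse agonism mode: basal reporter luminescence in engineered HEK293 cells measured after one day of compound exposure at 37 deg C, with a 12 min room-temperature detection step.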
TDP43 rescue = qHTS of TDP-43 Inhibitors. TDP-43 expressing yeast growth rescue, BacTiter-Glo, 24 h. Potency, µM (top dose mostly 46.1 µM), without a hit: at the top dose growth rescue (activation), usual class: activators. actives 1.8% (n = 410,000); further: potency means the concentration at half of the fitted maximal effect; % of control where 0% means no effect; nearly all actives have a fitted effect of over 50% in size
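Cell-based yeast growth screen: TDP-43 expression induced in galactose, inoculum OD600=0.02 after raffinose pregrowth to mid-log. Read-out BacTiter-Glo luminescence at 24 hr, 30 deg C; inhibition of toxicity seen as signal increase.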
D3 antag = qHTS of D3 Dopamine Receptor Antagonist: qHTS; AID 652054, 2013; actives 2.5% (n = 360,000); max response, negative = inhibition, %; D3R cells, DiscoveRx beta-arrestin luminescence, antagonist mode; hits give low values; D(3) dopamine receptor (Homo sapiens), P35462; in the data active means max response below about -50%; inconclusive means no clear call, values can overlap the other calls; further: on the % scale 0 is the no-effect control and ±100 the full control effect; mostly tested at two doses, the higher about 12 µM
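Cells expressing the human receptor were seeded at 1500 cells/well, incubated overnight at 37 degrees C in 5% CO2, then exposed to library compounds with dopamine controls for 90 minutes at 37 degrees C before luminescent detection.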
* marks the source's active call; other numbers are inactive results; i = inactive; ? = inconclusive; . = not tested or not shown; & = joins results of further samples; [ ] = remark or other dose. Unless noted, the call rests on the fitted dose curve; in most records, active means well fitted curve in the direction sought with a large enough effect; inconclusive means small, poorly fitted or top-dose-only effect, or another doubt; inactive means no such curve, though single readings can be large; an effect the other way counts as inactive or inconclusive. Only part of the results is shown, so the mix of outcomes need not match the whole.

SMILES	PTHR1 ag	aSyn rescue	TDP43 rescue	GLP-1R agonist	DRD3 agonist	HEK293 tox	KB-V1 cytotox	GLP1R inv ag	D3 antag
COc1ccc(C(C)NC(=O)c2ccccc2)cc1 (stereo not drawn)	-15%[57.5 µM]	-20%	-2%	2%	-3	-11%	3%	-4%	16
CCn1c(=N)c(C(=O)NC)cc2c(=O)n3cccc(C)c3nc21	i	-8%	-5%	-4%	2	.	-1%	-3%	-6
CC(C)(C)NC(=O)CSC(=Nc1ccc(F)cc1)NC#N	-17%	0%	-6%	1%	-7	-1%	15%	39%[activator]	8
Cn1cc([N+](=O)[O-])c(C(=O)n2cccn2)n1	10%	-2%	-24%	12%	-6	-3%	12%	1%	-8
COc1ccc(NC(=O)Cc2c(O)c3ccccc3[nH]c2=O)cc1	-22%[57.5 µM]	-4%	-4%	-9%	3	-5%	?	2%	14
CCN1CCN(S(=O)(=O)c2cc(C)c(OC)cc2C)CC1	i	1%	-11%	-6%	-9	-11%	-7%	-20%	-12
CCOc1ccc(-n2c(=S)sc3c(=O)[nH]c(SCC(=O)C(C)(C)C)nc32)cc1	-95%[inhibitor]	-6%	-19%[1.82 µM]	6%	1	-10%	-3%	?	2
CCc1cccc(C)c1NC(=O)C1CCN(C(=O)c2ccc([N+](=O)[O-])cc2)CC1	-19%	1%	1%	-4%	-7	7%	0%	-6%	2
CCC(Sc1nc2ncccc2[nH]1)C(=O)Nc1ccccc1F (stereo not drawn)	9%	.	5%	.	-19	1%	.	12%	.
CN(CC1CCCN(CCc2cccc(C(F)(F)F)c2)C1)C(=O)c1ccc2nc[nH]c2c1 (stereo not drawn)	i	2%	10%	1%	-12	-5%	25%	?	-23
CCOC(=O)N1CCN(C(=O)c2cc(COc3ccc(OC)cc3Cl)on2)CC1	i	0%	18%	9%	-14	-5%	.	?	-1
COc1cccc(-n2c(=O)c3sccc3n(CC(=O)NCC3CCCO3)c2=O)c1 (stereo not drawn)	-16%	-2%	-9%	5%	-7	-4%	18%	13%	-15
Cc1ccc(/C=N/c2sc3c(c2C#N)CCCCC3)o1	-44%[inhibitor][57.5 µM]	2%	-3%	25%	-4	4%	-10%	-21%	2
COc1ccccc1CCC(=O)Nc1nc2ccccc2[nH]1	-33%[inhibitor]	-1%	-8%	3%	2	?	?	?	-2
CCCN1CCC(NC(=S)Nc2ccc(C(=O)OCC)cc2)CC1	i	2%	7%	-8%	-1	12%[1.53 µM]	-16%	?	-3
CN(C)c1cc[n+](CC(=O)Nc2ccc(OC(F)F)cc2)cc1	-8%	-1%	-24%	4%	-7	-18%	-16%	?	-23
Cc1ccc(-n2nnnc2CSc2nnc(-c3ccc(O)cc3)o2)cc1	i	1%	18%	6%	4	10%	8%	0%	13
CCC(C)NC(=O)Cc1ccc(NC(=O)N2CCCCc3ccccc32)cc1 (stereo not drawn)	i	.	17%	.	7	-13%	-6%	-1%	.
COc1cc(COc2ccc3c(C)c(Cc4ccccc4)c(=O)oc3c2C)cc(OC)c1OC	-13%[57.5 µM]	-8%	-4%	-5%	2	-4%	0%	?	8
O=C(NNC(=O)c1cccs1)c1ccc(Cl)cc1	i	8%	7%	9%	3	-2%	0%	2%	-3
CCN(C(=O)Cn1cc(S(=O)(=O)Cc2ccccc2Cl)c2ccccc21)c1ccccc1	-3%	.	19%	.	4	-18%	?	?	.
COC(=O)c1cc(Br)c(=O)n(CCN2CCOCC2)c1	i	0%	-3%	-1%	1	-3%	3%	1%	-4
CCOC(=O)c1sc(NC(=O)c2cc3nc(-c4ccccc4)cc(C(F)(F)F)n3n2)c(C(=O)OCC)c1C	-22%	.	21%	.	2	3%	16%	17%	.
O=C(O)CC1(CC(=O)N2CCN(CCO)CC2)CCCC1	-9%	1%	3%	0%	-10	-1%	0%	-13%	-25
COc1ccc2nc(C3CCCCC3)nc(C3CCCCC3)c2c1	i	-23%	24%	-7%	-1	0%	9%	9%	12
Cc1ccc(C(=O)Oc2cccc(-n3cnnn3)c2)cc1	i	0%	-10%[0.397 µM]	0%	-8	-12%	?	-10%	16
Cc1ccc(CNC(=O)c2cc3c(=O)n(C)c4ccccc4c3n2C)cc1	-7%	3%	0%	2%	-4	-5%	-7%	20%	-7
Nc1nc2ncccn2c1-c1ccccc1	8%	2%	17%	.	-8	32%[activator]	-4%	-1%	-2
Cn1c(SCC(=O)Nc2ccccc2Cl)nnc1C1CC1	-17%	-1%	-25%	4%	-4	4%	?	24%	17
OC(c1ccc(Cl)c(F)c1)c1ncc(-c2cccc(C(F)(F)F)c2)[nH]1 (stereo not drawn)	i	6%	17%	-1%	-3	-19%	1%	?	-7

The final two records of the section above open the next one:
SMILES	PTHR1 ag	aSyn rescue	TDP43 rescue	GLP-1R agonist	DRD3 agonist	HEK293 tox	KB-V1 cytotox	GLP1R inv ag	D3 antag
Cn1c(SCC(=O)Nc2ccccc2Cl)nnc1C1CC1	-17%	-1%	-25%	4%	-4	4%	?	24%	17
OC(c1ccc(Cl)c(F)c1)c1ncc(-c2cccc(C(F)(F)F)c2)[nH]1 (stereo not drawn)	i	6%	17%	-1%	-3	-19%	1%	?	-7
CC1=C(C(=O)N2CCOCC2)C(c2c(C)cc(C)cc2C)NC(=S)N1 (stereo not drawn)	-19%	-3%	-26%[9.22 µM]	4%	-24	24%	?	?	-24
CN(C(=O)c1ccco1)c1nnc(-c2ccc(F)cc2)s1	-32%[inhibitor]	-6%	-11%	8%	-18	9%	0%	0%	-24
CCN1CCN(c2ccc(NC(=O)c3ccccc3F)cc2Cl)CC1	i	-2%	-10%	-3%	-4	-11%[0.307 µM]	-3%	2%[0.307 µM]	?
COC(=O)c1cc(S(=O)(=O)NCCN2CCN(c3ccccc3F)CC2)c[nH]1	i	1%	16%	8%	1	-21%	6%	6%	?
N#Cc1cccc(NC(=O)c2ccc3c(c2)N(Cc2cccc(Cl)c2)C(=O)c2ccccc2S3(=O)=O)c1	?	-4%	14%	.	-8	-7%	.	-28%	.
CC1=C(C(=O)Nc2cc(C(=O)NCCC(C)C)ccc2C)SCCO1	i	-2%	-1%	-5%	-4	-18%	5%	-9%	-9
COc1ccc(/C=N/NC(=O)c2ccc(Cn3cc([N+](=O)[O-])cn3)o2)c(OC)c1C	-2%	11%	13%	-2%	6	1%	0%	0%	3
CN(C)CCN(C)c1cc2c(c3c1ccn3C)C1CCC2O1 (stereo not drawn)	-3%	-4%	14%	1%	3	4%	2%	4%	6
CC(=O)c1c(C)[nH]c(C(=O)Nc2cccc3ccccc23)c1C	-10%	3%	5%	9%	6	-6%	-15%	-14%	6
O=[N+]([O-])c1ccc2c(c1)C=C1CCCCC1(N1CCCC1)O2 (stereo not drawn)	i	13%	1%	0%	-3	-8%	27%	1%	-20
O=C(NC1CCCCC1)C(c1ccccc1)N1CCOCC1 (stereo not drawn)	i	2%	26%	-7%	-2	0%	-5%	6%	14
CCCSc1oc(-c2ccco2)nc1S(=O)(=O)c1ccccc1	-14%	-17%	7%	10%	1	4%	?	0%	6
Cc1ccc(NS(=O)(=O)c2ccccc2[N+](=O)[O-])cc1S(=O)(=O)N1CCCCC1	-9%	15%	-6%	4%	6	-16%	4%	-7%	5
Cc1ccc(S(=O)(=O)N2CCCC2)cc1C(=O)NCCN1CCOCC1	i	1%	-13%	-6%	3	-4%	13%	-1%	5
COc1ccc(N=Cc2ccc[nH]2)cc1	?	-16%	-22%	4%	1	7%	-9%	0%	2
Cc1ccc(S(=O)(=O)NC(=O)NC(C)Cc2ccccc2)cc1 (stereo not drawn)	i	1%	-8%	-2%&-2%	-5	-4%	-7%	9%	0
COc1ccc(-c2csc(Cc3nnc(N4CCOCC4)n3-c3ccccc3)n2)cc1OC	-10%[57.5 µM]	-6%	-11%	?	-9	6%	-10%	116%[activator]	-12
N=c1ccn(Cc2ccc(F)cc2)cc1	-7%	-11%	-2%	5%	6	2%	27%	-23%	2
COC(=O)c1ccccc1NC(=O)CSc1nnc(C(C)NC(=O)c2ccc(Cl)cc2Cl)n1C (stereo not drawn)	-14%[57.5 µM]	-6%	-24%	-3%	-3	-13%	?	-21%	-5
COc1ccc2[nH]cc(CCNC(=O)/C=C/[C@H]3O[C@@H](n4cc(C)c(=O)[nH]c4=O)C[C@@H]3O)c2c1	-24%	-5%	0%	3%	9	7%	14%	25%	6
CN1CCN(c2ccc(NC(=O)COc3ccccc3)cc2Cl)CC1	i	-3%	-12%	3%	-23	-10%	-6%	?	?
